12-LOX inh: ALOX12 (human) lipoxygenase inhibition; P18054; purified 12hLO, xylenol orange hydroperoxide absorbance; Potency, µM (highest dose often 108 µM), inactives show at the top dose activity change, negative = inhibition, hits mostly inhibitors; 1.1% of 580,000 active; active = well fitted inhibition curve with a large enough effect; inconclusive = small, poorly fitted or top-dose-only effect, or another doubt; inactive = no such curve, though single readings can be large or run the other way
Target sequence (P18054 whole entry, looked up): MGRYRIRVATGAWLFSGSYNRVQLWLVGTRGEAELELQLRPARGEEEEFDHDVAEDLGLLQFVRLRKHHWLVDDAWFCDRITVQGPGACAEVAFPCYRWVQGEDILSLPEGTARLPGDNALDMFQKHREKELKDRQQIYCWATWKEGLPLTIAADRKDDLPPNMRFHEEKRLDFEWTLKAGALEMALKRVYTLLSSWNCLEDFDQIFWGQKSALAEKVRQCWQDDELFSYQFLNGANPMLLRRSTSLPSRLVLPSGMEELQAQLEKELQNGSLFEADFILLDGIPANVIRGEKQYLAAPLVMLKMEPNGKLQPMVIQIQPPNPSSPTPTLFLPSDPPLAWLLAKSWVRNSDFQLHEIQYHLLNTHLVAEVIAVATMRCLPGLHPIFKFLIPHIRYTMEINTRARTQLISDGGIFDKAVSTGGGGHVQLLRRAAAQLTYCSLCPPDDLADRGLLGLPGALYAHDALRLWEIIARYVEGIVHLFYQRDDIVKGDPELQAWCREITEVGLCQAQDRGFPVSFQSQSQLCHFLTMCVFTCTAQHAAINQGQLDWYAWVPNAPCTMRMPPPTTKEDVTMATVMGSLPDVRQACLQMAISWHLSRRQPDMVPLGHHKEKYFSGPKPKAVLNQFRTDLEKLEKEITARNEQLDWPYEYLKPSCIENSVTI
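Hydroperoxide product was detected by ferrous iron/xylenol orange as the 573 to 405 nm absorbance ratio. Arachidonic acid at 40 uM (final) was turned over for 30 min at room temperature by 150 nM human 12hLO, pH 7.0 Hepes buffer, after 15 min compound preincubation.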
* marks the source's active call; other numbers are inactive results; [ ] = another dose, or the depositor's remark. % is set by controls: 0 for no effect and ±100 for the full control effect; potency is the fitted concentration of half-maximal effect. This is a subset, so the mix of outcomes need not match the whole.

Screening Cc1ccc(C(=O)N2CCC(Cc3nc(-c4ccc(F)cc4)no3)CC2)cn1 returned 12-LOX inh 47%[activator].
For CCc1csc(CNC(=O)c2ccc(N3C[C@@H](C)O[C@@H](C)C3)nc2)n1 the results were 12-LOX inh 37%.
For COCCNC(=O)C1CCCN(C(=O)C2(c3ccc(Cl)cc3)CCCC2)CC1 (stereo not given) the results were 12-LOX inh 3%.
CCO[C@H]1CN(C(=O)c2cccnc2SCCc2ccccc2)C[C@@H]1O was read as 12-LOX inh 60%[activator].
Screening CC1(C(=O)Nc2cnc3ccccc3c2)CCN1Cc1ccc(-c2ccccc2)o1 (stereo not given) returned 12-LOX inh -20%.
Screening COc1ccc(C(=O)OCC(=O)NCc2ccco2)c(OC)c1 returned 12-LOX inh 17%.
For O=C1NCCCN1C1CCN(Cc2cccc(C(F)(F)F)c2)CC1 the results were 12-LOX inh 32%[activator][176 µM].
For Cc1cc(=O)n(CC(=O)Nc2ccccc2)c(-c2ccccc2)n1 the results were 12-LOX inh 1%.
Screening CCc1ccc(C(=O)N2CCCN(c3nnc4ccccn34)CC2)cc1 returned 12-LOX inh 31%[activator].
Screening Cc1nc2ccc(C(=O)N3CCCn4nc(CO)cc4C3)cc2o1 returned 12-LOX inh 111%[activator].
Screening Cc1cc(N2CCCCC2)nc(Nc2ccc(NC(=O)Nc3ccccc3)cc2)n1 returned 12-LOX inh inconclusive.
For CN1CCC(NC(=O)c2n[nH]c3c2CN(C(=O)c2ccccc2Br)CC3)CC1 the results were 12-LOX inh inconclusive.
Screening Cc1cccc(=O)n1CCC(=O)N1CCCC2(CCC(=O)N(C3CC3)C2)C1 (stereo not given) returned 12-LOX inh 57%[activator].
`COc1cc(C)ccc1OCC(=O)c1ccc2c(c1)N(CCCC(=O)NCC1CC1)C(=O)CO2` gave 12-LOX inh inconclusive.
Screening CC1CN(c2nc(-c3ccsc3)nc3ccccc23)CCO1 (stereo not given) returned 12-LOX inh -10%.
Screening CCOCCCNC(=O)CCC1CCN(C(=O)c2ccccc2)CC1 returned 12-LOX inh 28%.
For CCn1ccc(C(=O)N2CCCCCCNC(=O)CC2)n1 the results were 12-LOX inh -3%.
For COc1cccc(CNc2nc3cc(-c4ccc(OC)c(OC)c4)sc3c(=O)n2C)c1 the results were 12-LOX inh -4%.
COc1cccc(N2CCN(Cc3cn(-c4ccccc4)nn3)CC2(C)C)c1 was read as 12-LOX inh 17%.
Screening O=C(Nc1ccccc1)c1ccccc1NC(=O)C(c1ccccc1)c1ccccc1 returned 12-LOX inh -20%.
Screening COc1ccc(CN2C[C@@H](F)[C@@H](OCc3nc4ccccc4n3C)C2)cn1 returned 12-LOX inh 10%[176 µM].
CS(=O)(=O)N1CCC(CC(=O)N2CCN(C3CCCC3)CC2)C1 (stereo not given) was read as 12-LOX inh 15%.
`COCC1CCCN(Cc2ccc3c(c2)CN(C(=O)c2ccc(OC)nc2OC)CCO3)C1` (stereo not given) gave 12-LOX inh 21%.
Screening O=C(C1COc2ccccc2O1)N1CCc2c(nc3cc(-c4ccccc4)[nH]n3c2=O)C1 (stereo not given) returned 12-LOX inh 17%.
For COCc1nc(C2CC(N)C2)cc(N(C)Cc2nc3ccccc3c(=O)[nH]2)n1 (stereo not given) the results were 12-LOX inh 10%.
For COc1ccc([C@H]2C[C@@H](n3cc(-c4ccc(F)cc4)nn3)[C@H](O)CN2Cc2cccs2)cc1 the results were 12-LOX inh -28%.
Screening O=S(=O)(NC[C@H]1COCc2nc3cc(F)ccc3n21)c1ccccc1 returned 12-LOX inh 34%[176 µM].
For C[C@]1(CO)[C@H]2Cc3sc(NC(=O)c4ccco4)nc3[C@@H](CC(=O)NC3CC3)[C@]2(C)CC[C@H]1O the results were 12-LOX inh inconclusive.
`COc1ccc(CNC(=O)C[C@@H]2CCNC[C@@H]2Cc2cc(COc3ccccc3)on2)cc1OC` gave 12-LOX inh 15%.
For COc1ccccc1-n1cc(C(=O)N2CCCC2c2nonc2C)cn1 (stereo not given) the results were 12-LOX inh 11%.
Cc1cc(=O)oc2cc(OCC(=O)Nc3cccc(C(=O)O)c3)ccc12 was read as 12-LOX inh 4%.
Screening COCCCNC(=O)CSc1cc(C)ccc1C returned 12-LOX inh -8%.
For COc1ccc2c(c1)CCN=C2C[C@H]1CN(C(=O)N2CCOCC2)CC[C@H]1CC(=O)O the results were 12-LOX inh 24%[176 µM].
Screening COc1cccc(-c2cc(=O)n3[nH]c(C(F)(F)F)nc3n2)c1 returned 12-LOX inh inconclusive.
For O=C(Cc1ccsc1)NC1CCc2nnc(C3CC3)n2CC1 (stereo not given) the results were 12-LOX inh 58%[activator].
For COc1ccc2nc(/C(C#N)=C/c3ccc(-c4cccc(Cl)c4Cl)o3)[nH]c2c1 the results were 12-LOX inh -1%.
`O=C(COc1ccccc1)N1CC[C@H]2CC(=O)N(c3ccccc3)CC[C@H]2C1` gave 12-LOX inh 15%[176 µM].
For Cc1ccc(CC(=O)C(C#N)C(=O)Nc2c(C)cccc2C)cc1 (stereo not given) the results were 12-LOX inh -45%.
C[S+](=O)([O-])N1Cc2ccccc2CC2(CCCN2CC2CCOCC2)C1 (stereo not given) was read as 12-LOX inh 2%[6.33 µM].
O=C(O)C1CNCCN(C(=O)c2nc3ccc(F)cc3[nH]2)C1 (stereo not given) was read as 12-LOX inh 114%[activator].
Screening COCc1nnc(NC(=O)C2CC(=O)N(c3n[nH]c4ccccc34)C2)s1 (stereo not given) returned 12-LOX inh 16%.
CCC(C)NC(=O)CN1C(=O)N(c2cc(C)cc(C)c2)S(=O)(=O)c2ccccc21 (stereo not given) was read as 12-LOX inh -5%.
`CC(C)CNc1ncnc2c1ncn2[C@H]1CN(Cc2ccc(Cl)cc2)C[C@@H](CO)O1` gave 12-LOX inh -26%.
For O=C(c1ccc(C(F)(F)F)cc1)N1CCC(=O)N([C@H](COCc2ccccc2)Cc2ccccc2)CC1 the results were 12-LOX inh -23%.
Screening Cc1ccc(N2CC(c3noc(-c4ccc5c(c4)OCO5)n3)CC2=O)cc1 (stereo not given) returned 12-LOX inh 18%.
For Cn1c(NCc2cccnc2)nc2cc(-c3ccc(F)cc3)sc2c1=O the results were 12-LOX inh 3%.
CCNC(=O)N1CCCC(Cc2noc(-c3ccccn3)n2)C1 (stereo not given) was read as 12-LOX inh 39%[activator].
CC(C)NC(=O)N1CCC2(CC1)C(=O)NCN2C(=O)Cc1c[nH]c2ccccc12 was read as 12-LOX inh inconclusive.
Screening C=CCNc1oc(/C=C/c2cc(OC)c(OC)c(OC)c2)nc1C#N returned 12-LOX inh inconclusive.
CSCCC(NC(=O)COc1ccccc1)C(=O)N(C)Cc1c(F)cccc1Cl (stereo not given) was read as 12-LOX inh -19%.
For COc1ccccc1CN(C)C1CCOc2ccccc21 (stereo not given) the results were 12-LOX inh 68%[activator][176 µM].
Screening CCOC(=O)COc1ccc2c(C)cc(=O)oc2c1C returned 12-LOX inh -8%.
`O=C(CSc1nnc(COc2ccccc2Cl)n1C1CC1)c1c[nH]c(C(=O)N2CCCC2)c1` gave 12-LOX inh -22%.
For CCc1cccc(CC)c1NC(=O)c1ccc(-c2cc(Cl)ccc2Cl)o1 the results were 12-LOX inh -15%.
Screening COCCSCC(=O)N1CCOC(C)(C)C1 returned 12-LOX inh 67%[activator].
`CC1(C(=O)Nc2cccc3ncccc23)Cc2ccccc2C(=O)O1` (stereo not given) gave 12-LOX inh 20%.
COc1ccc(C(=O)N2CCC(C(=O)N3CCCCCCNC(=O)CC3)CC2)cc1 was read as 12-LOX inh 39%[activator].
Fc1ccc(Nc2nc(NC3CCCC3)nc3c2cnn3-c2ccccc2)cc1 was read as 12-LOX inh -13%.
Screening Cc1noc(-c2ccc3c(c2)OCO3)c1C(=O)NCCCc1ccccc1 returned 12-LOX inh 11%.
Screening CC(C)(C)c1ccc(S(=O)(=O)NC(=O)C2(C)CCN2C(=O)Cc2ccc(-c3ccccc3)cc2)cc1 (stereo not given) returned 12-LOX inh inconclusive.

The last three records of the section above lead into the next:
Fc1ccc(Nc2nc(NC3CCCC3)nc3c2cnn3-c2ccccc2)cc1 was read as 12-LOX inh -13%.
Screening Cc1noc(-c2ccc3c(c2)OCO3)c1C(=O)NCCCc1ccccc1 returned 12-LOX inh 11%.
Screening CC(C)(C)c1ccc(S(=O)(=O)NC(=O)C2(C)CCN2C(=O)Cc2ccc(-c3ccccc3)cc2)cc1 (stereo not given) returned 12-LOX inh inconclusive.
CCn1nccc1C(=O)N1CC(c2nnc(C(C)C)o2)C2(CCOCC2)C1 (stereo not given) was read as 12-LOX inh 53%[activator].
Cc1cccc(CN2CCCN(c3cccc(C(=O)NCc4ccc5c(c4)OCO5)c3)C2=O)c1 was read as 12-LOX inh 2%.
Screening COc1ccc(-c2nc3cc(NC(=O)c4ccccc4Cl)ccc3o2)cc1 returned 12-LOX inh 11%.
`O=C(CCc1ccccc1)C(=O)N1CCc2[nH]nc(-c3ccccc3F)c2C1` gave 12-LOX inh 25%.
COc1cccc(CCC(=O)N2C[C@@H]3CC[C@H](C2)N(CC2CCC2)C3=O)c1 was read as 12-LOX inh 0%.
Screening Cc1ccccc1CNC(=O)C1(c2ccc(NS(C)(=O)=O)cc2)CCCCC1 returned 12-LOX inh 45%.
Screening Cn1c(=O)c2c(ncn2CCC(=O)Nc2ccc(F)c(F)c2)n(C)c1=O returned 12-LOX inh 7%.
`CCCN1CCC(C(=O)NC(c2ccc(Cl)cc2)c2ccsc2)CC1` (stereo not given) gave 12-LOX inh -11%.
Screening O=C(C1CCN(S(=O)(=O)c2ccc(Cl)cc2)CC1)N1CCCC1c1ccccc1 (stereo not given) returned 12-LOX inh inconclusive.
Cc1cc(C)n(Cc2ccc(C(=O)N3CC[C@H](CO)[C@H](O)C3)cc2)n1 was read as 12-LOX inh 46%[activator].
For COc1cccc([S+](=O)([O-])N2CCC3(C2)NC(=O)c2ccccc2O3)c1 (stereo not given) the results were 12-LOX inh 41%[activator].
COc1ccc2c(ccn2CCNC(=O)C2CC(=O)N(c3n[nH]c4ccccc34)C2)c1 (stereo not given) was read as 12-LOX inh -8%.
For O=C(Nc1cccc(CN2CCOCC2)c1)/C(=C/c1ccccc1)c1ccccc1 the results were 12-LOX inh -20%.
For Cn1c(=O)c2[nH]c(-c3ccc(Cl)cc3Cl)nc2n(C)c1=O the results were 12-LOX inh 8%.
For O=C1NCCN2CC3(CCN(S(=O)(=O)c4cccc(F)c4)CC3)CC12 (stereo not given) the results were 12-LOX inh 10%.
COc1cccc(CN2CCC(Oc3ccccc3-c3nc(-c4ccncc4)no3)C2)c1 (stereo not given) was read as 12-LOX inh -10%.
Screening O=C(CC1C(=O)NCCN1CC(c1ccccc1)c1ccccc1)NCc1ccon1 (stereo not given) returned 12-LOX inh 3%.
Screening CCC[C@H]1[C@@H](NS(=O)(=O)c2ccc(NC(C)=O)cc2)CC[C@@]23CCCN2C(=O)CCC[C@@H]13 returned 12-LOX inh 23%.
Screening CCc1nc2c(OCc3ccc(F)c(F)c3)cccn2c1N(C)C(=O)c1ccc(OC)cc1 returned 12-LOX inh -5%.
`CCN(CC)Cc1ccc(CNC(=O)CCC2CCCC2)cc1` gave 12-LOX inh -2%.
Screening COc1ccc(C(=O)C2CC(=O)Nc3c2c(C)nn3-c2ccc(C)c(C)c2)cc1 (stereo not given) returned 12-LOX inh 41%[activator].
For CCOC(=O)c1sc2nc(CC(=O)OC)nc(Nc3ccc(C(F)(F)F)cc3)c2c1C the results were 12-LOX inh -2%.
Screening CCOc1ccccc1CN1CCC2(CCN(C(=O)c3cccc(OC)c3)CC2)Oc2ccccc21 returned 12-LOX inh -12%.
`CCCNC(=O)N(CC)Cc1nc(-c2ccc(C)cc2)no1` gave 12-LOX inh 1%.

Molecules listed so far with an aryl thioether with sulfur outside any ring:
CCO[C@H]1CN(C(=O)c2cccnc2SCCc2ccccc2)C[C@@H]1O was read as 12-LOX inh 60%[activator].
Screening COCCCNC(=O)CSc1cc(C)ccc1C returned 12-LOX inh -8%.
`O=C(CSc1nnc(COc2ccccc2Cl)n1C1CC1)c1c[nH]c(C(=O)N2CCCC2)c1` gave 12-LOX inh -22%.

More structures.
`O=C(C1CCCC1)N1CC2(CCCN(Cc3ccc(Cl)cc3)C2)Cc2ccccc21` (stereo not given) gave 12-LOX inh inconclusive.
`CC(Oc1ccccc1F)C(=O)Nc1cccc(-c2nc3ccccc3o2)c1` (stereo not given) gave 12-LOX inh -7%.
Screening CCCC(=O)N1C2CCCC1CC(=O)C2 returned 12-LOX inh 29%[176 µM].
`Cc1cc(=O)n2c3ccccc3n(CC(O)CNc3ccc(Cl)cc3)c2c1C#N` (stereo not given) gave 12-LOX inh -7%.
`COc1cc(Cl)ccc1OCc1nnc(C(=O)N2CCC[C@@H]2c2cccc(F)c2)n1-c1ccccc1` gave 12-LOX inh 6%.
For O=C1CCN(C(=O)[C@@H]2CCCN2C(=O)C2CCCCC2)CCCCCCN1 the results were 12-LOX inh 14%.
Screening COc1ccc(CN2CC3(CCN(C(=O)Cc4cccc(F)c4)CC3)C2=O)cc1 returned 12-LOX inh 37%.
CC(=O)Nc1ccc(Nc2cc3c(cn2)nc(-c2cccc(F)c2)n3C)cc1 was read as 12-LOX inh 5%.

Some of these compounds in order of formula weight, largest number first.
Screening O=C(C1CCN(S(=O)(=O)c2ccc(Cl)cc2)CC1)N1CCCC1c1ccccc1 (stereo not given) returned 12-LOX inh inconclusive.
Screening Cc1ccccc1CNC(=O)C1(c2ccc(NS(C)(=O)=O)cc2)CCCCC1 returned 12-LOX inh 45%.
Screening COc1cccc(-c2cc(=O)n3[nH]c(C(F)(F)F)nc3n2)c1 returned 12-LOX inh inconclusive.
For CCn1ccc(C(=O)N2CCCCCCNC(=O)CC2)n1 the results were 12-LOX inh -3%.

Screens: PubChem BioAssay, National Center for Advancing Translational Sciences (NCATS)
